Screening data: PubChem, several laboratories
DAX1 inh-1 – DAX1 (NR0B1) inhibitors on StAR promoter, primary screen, cell-based, luminescence, SF-1 (NR5A1), full-length DAX-1 | HEK293T StAR-luciferase reporter, SF-1/DAX-1 repression relief | inhibition, % at 6.8 µM | actives 1.1% (n = 370,000) | AID 652010, 2013;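 active = inhibition above the mean over all tested compounds plus 3 SD, cut at about 3.6% in these data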;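 note: 0% = DAX-1 cells with DMSO and 100% = cells lacking DAX-1 with DMSO; higher inhibition means more luminescence from relief of DAX-1 repression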
DAX1 inh-2 – DAX1 (NR0B1) inhibitors, primary screen, cell-based, HEK293, Gal4-DAX1, luciferase luminescence; Nuclear receptor subfamily 0 group B member 1 (Homo sapiens), P51843; HEK293 Gal4-DAX1 luciferase reporter; inhibition, % at 6.75 µM; actives 0.99% (n = 340,000); AID 504766, 2011;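 active = inhibition above the mean over all tested compounds plus 3 SD, cut at about 4.2% in these data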;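 note: 0% = DAX1-transfected cells with DMSO and 100% = empty-vector control cells with DMSO; inhibition shows as a rise in luminescence from relieved DAX1 repression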
Target sequence (P51843 207-470 limits assumed): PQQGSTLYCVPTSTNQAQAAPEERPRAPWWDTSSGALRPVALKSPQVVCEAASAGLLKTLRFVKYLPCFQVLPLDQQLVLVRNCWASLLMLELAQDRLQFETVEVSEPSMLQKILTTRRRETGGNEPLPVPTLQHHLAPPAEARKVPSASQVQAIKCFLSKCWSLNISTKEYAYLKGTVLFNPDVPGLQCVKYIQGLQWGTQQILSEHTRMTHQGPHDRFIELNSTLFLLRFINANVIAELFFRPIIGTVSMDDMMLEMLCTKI
hcDAF-12 act – H. contortus DAF-12 nuclear receptor activators, primary screen, cell-based, luminescence, HEK293, lit1-tk-luc reporter; HEK293 hcDAF-12 lit1-tk-luc reporter; 0% DMSO, 100% Δ7-dafachronic acid; actives 1.4% (n = 370,000); activation, % at 6.8 µM; AID 652067, 2013;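 active = activation above the mean of all tested compounds plus 3 SD, cut at about 5.5% in these data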;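 note: 100% = response to 3 µM Δ7-dafachronic acid high control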
MBD2 DNA inh – inhibitors of MBD2 binding to methylated DNA, primary screen, biochemical, TR-FRET, DNA-binding domain, human. inhibition, % at 4.4 µM. MBD2 binding to methylated oligonucleotide. actives 0.31% (n = 370,000). Methyl-CpG-binding domain protein 2 (Homo sapiens), Q9UBB5. AID 686964, 2013; in the data active = inhibition above about 13%
hgDAF-12 ag – H. glycines DAF-12 receptor agonists, primary screen, cell-based, luminescence, HEK293, GAL4 fusion, UAS-luciferase. HEK293 GAL4-hgDAF12 UAS-luciferase reporter, agonist luminescence; normalized to butyrate control. activation, % at 6.8 µM. actives 1.8% (n = 370,000);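 active = activation above a cutoff set at the mean of all screened compounds plus 3 SD, cut at about 10% in these data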;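 note: 0% = DMSO wells and 100% = sodium butyrate wells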
ADAM17 inh – ADAM17 inhibitors, primary screen, biochemical, QFRET | inhibition, % at 6.95 µM | actives 0.83% (n = 370,000) | recombinant ADAM17, EDANS/DABCYL FRET peptide cleavage | AID 720648, 2013;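 active = inhibition above the mean of compounds lying between control limits plus 3 SD, set per campaign, cut at about 8.5% in these data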;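 note: 0% = DMSO-only wells as the low control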
Target sequence (P78536 215-824 limits assumed): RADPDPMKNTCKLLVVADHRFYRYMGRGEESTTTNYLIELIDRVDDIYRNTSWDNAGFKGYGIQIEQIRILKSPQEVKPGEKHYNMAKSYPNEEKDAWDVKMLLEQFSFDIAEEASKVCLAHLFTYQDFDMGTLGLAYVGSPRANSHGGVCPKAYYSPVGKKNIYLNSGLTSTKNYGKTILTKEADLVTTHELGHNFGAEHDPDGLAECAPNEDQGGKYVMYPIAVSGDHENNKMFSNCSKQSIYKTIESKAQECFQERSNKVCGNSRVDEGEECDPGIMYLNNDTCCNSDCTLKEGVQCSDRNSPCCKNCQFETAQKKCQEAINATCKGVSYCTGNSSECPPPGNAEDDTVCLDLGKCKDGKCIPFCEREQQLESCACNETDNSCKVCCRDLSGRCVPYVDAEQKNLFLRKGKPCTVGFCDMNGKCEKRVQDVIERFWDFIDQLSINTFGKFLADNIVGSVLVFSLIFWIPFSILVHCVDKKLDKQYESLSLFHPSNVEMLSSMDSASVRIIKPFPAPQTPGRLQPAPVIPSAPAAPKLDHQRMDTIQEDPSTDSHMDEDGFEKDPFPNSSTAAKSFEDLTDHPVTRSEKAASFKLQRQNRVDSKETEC
PLCg1 inh – PLC-gamma1 enzyme inhibitors, primary screen, biochemical, fluorescence, purified enzyme | actives 0.84% (n = 370,000) | 1-phosphatidylinositol 4,5-bisphosphate phosphodiesterase gamma-1 (Homo sapiens), P19174 | inhibition, % at 12.2 µM | AID 720700, 2013 | fluorogenic substrate; in the data active = inhibition above about 9.5%
ssDAF12 agonist – S. stercoralis DAF-12 nuclear receptor activators, primary screen, cell-based, luminescence, HEK293, GRIP1 co-expression, lit1-tk-luc | Nuclear hormone receptor DAF-12 (Strongyloides stercoralis) | HEK293 ssDAF-12/GRIP1 lit1-tk-luc reporter; % of 3 µM dafachronic acid response | activation, % at 6.8 µM | actives 1% (n = 370,000);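 active = activation above the mean over all tested compounds plus 3 SD, cut at about 0.9% in these data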;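 note: 0% = DMSO-only wells and 100% = 3 µM delta7-dafachronic acid wells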
SMARCA2 activ – SMARCA2 (BRM) function activators, primary screen, cell-based, luminescence, high throughput. actives 1% (n = 370,000). activation, % at 9.1 µM. AID 652017, 2013. MG213 cells, MMTV-luciferase reporter, dexamethasone, overnight; in the data active = activation above about 7.8%;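 note: 0% = vehicle wells and 100% = reference activator wells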
NR1D1 modulator – modulators of Rev-erb alpha DNA binding, primary screen, biochemical, FITC-DNA, fluorescence polarization, uHTS | activity, % at 10 µM | Rev-erbα–FITC-DNA binding, 90 min | actives 0.79% (n = 370,000);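 active = activity above about 14%, limit read from the data; passing the limit was not always enough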;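 note: 0% = DMSO wells with 35 nM protein and 100% = DMSO wells with 750 nM protein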
PLCb3 inh – human PLC-beta3 inhibitors, primary screen, biochemical, fluorescence. 1-phosphatidylinositol 4,5-bisphosphate phosphodiesterase beta-3 (Homo sapiens), Q01970. Purified PLC-beta3, fluorogenic substrate. inhibition, % at 12.2 µM. actives 0.18% (n = 370,000). AID 720704, 2013; in the data active = inhibition above about 11%;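 note: 0% = median of compound wells on plate and 100% = full blocker control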
* hit, by the source's call; i = inactive; · = not tested or not shown.

SMILES	DAX1 inh-1	DAX1 inh-2	hcDAF-12 act	MBD2 DNA inh	hgDAF-12 ag	ADAM17 inh	PLCg1 inh	ssDAF12 agonist	SMARCA2 activ	NR1D1 modulator	PLCb3 inh
C[C@@H]1CCN(C2CC2)S(=O)(=O)c2ccc(N3CCC[C@@H]3C)cc2O1	-1.2	·	-0.6	-8	1.1	-19	-1	-1.0	-2	1	-4
CC(C)CCNC(=O)CCCC1=NS(=O)(=O)c2ccccc2N1	0.5	2.9	0.2	1	1.6	1	6	-1.3	-2	3	4
O=C(NCc1ccccc1)C(=O)NCC1OCCCN1S(=O)(=O)c1cccs1 (stereo unspecified)	-0.3	0.7	0.1	-3	1.0	0	2	-0.8	-3	-3	-11
CCN(CC(=O)Nc1c(F)cccc1F)C(=O)C1CC(=O)N(c2ccccc2OC)C1 (stereo unspecified)	-0.3	1.1	-0.6	-1	2.2	-2	-2	-0.8	0	1	-3
COc1ccc(-c2nn(-c3ccccc3)cc2C(=O)NC2CCCCC2C)cc1 (stereo unspecified)	-1.0	1.4	0.1	0	0.2	-5	2	-1.2	0	10	-7
CC(C)(C)OC(=O)N/N=C\c1ccc(OC(=O)c2cccs2)cc1	0.9	-0.4	-0.5	5	10	1	2	-0.1	2	4	3
CN(Cc1cccc(F)c1)C(=O)c1cc(=O)[nH]c2ccccc12	-0.3	-0.9	-0.2	-3	0.3	-13	-12	-1.0	0	-7	-13
O=C(Nc1cc(S(=O)(=O)N2CCOCC2)ccc1-n1cncn1)c1ccc(Cl)cc1	-0.6	0.0	-1.7	1	-1.5	-1	2	-1.6	-1	-2	-7
COc1cccc(NC(=S)NCc2ccco2)c1	0.8	-0.9	4.8	-4	3.4	4	1	-1.1	-1	0	0
O=C(OCCOc1ccc(F)cc1)c1ccc(S(=O)(=O)N2CCCC2)cc1	1.4	-0.6	-2.0	7	0.2	-3	2	-1.3	-4	-5	-6
Cc1noc(C(=O)Nc2sc3c(c2C#N)CCC3)c1Cl	2.0	-0.5	2.1	-7	0.1	2	-3	-0.2	2	0	-6
O=C(CCCNC(=O)/C(=C/c1ccc(F)cc1)NC(=O)c1ccccc1)OCc1ccccc1	-0.1	0.1	-1.0	-2	-2.9	1	-5	-2.1	0	2	-7
Cc1ccc[n+](CC(=O)c2ccc(NC(=O)c3ccccc3)cc2)c1	-0.2	2.2	-1.5	0	-0.6	1	-5	-1.3	1	3	-3
Cc1ccccc1OCc1nc(-c2ccc(Br)o2)no1	0.6	0.9	0.4	3	4.0	4	0	-0.9	4	4	-2
CSc1c(CC(=O)Nc2ccc(F)cc2)n(Cc2ccccc2)c2ccccc12	0.0	0.1	1.2	4	1.3	2	3	-0.3	-1	12	6
O=C(O)c1ccc(NS(=O)(=O)c2ccc(N3C(=O)CCC3=O)cc2)cc1	0.0	0.1	-1.3	-1	0.6	2	-76	-0.9	0	3	4
O=C(Cn1c(=O)oc2cc(S(=O)(=O)N3CCCC3)ccc21)N1CCN(c2ccccn2)CC1	-0.7	-0.4	-0.9	-2	-0.6	-2	2	-0.9	-3	4	2
NC(=O)COc1ccccc1/C=C1/SC(=O)N(CC(=O)N2CCc3ccccc3C2)C1=O	-0.2	-1.3	-1.7	-7	-2.5	0	-1	-0.7	2	2	3
COC(=O)c1cc(S(=O)(=O)NCC2CCN(CCc3ccc(OC)cc3)CC2)cn1C	0.0	0.3	-1.2	3	-0.1	1	0	-1.2	3	-4	-6
Clc1ccc(SCCOCCN2CCCCCC2)cc1	-0.7	1.4	2.1	-7	1.5	0	1	-1.6	0	5	-6
C=CS(=O)(=O)N(Cc1ccc(C)cc1)[C@@H](CO)C(=O)OC	-3.5	·	-2.9	0	0.7	-7	-1	-1.3	-1	4	-1
O=C(Cc1cccc(NC(=O)C2CCCN(C(=O)c3ccccc3)C2)c1)Nc1cccc(C(=O)N2CCCCC2)c1 (stereo unspecified)	0.1	-0.6	-1.3	-5	2.5	-2	1	-1.4	-4	-3	4
O=C(CNC(=O)c1ccc(Cl)cc1)N/N=C/c1cccnc1	0.1	1.9	0.0	2	-3.3	0	-3	-0.3	7	-2	-4
CCOc1ccc(CNC(=O)CCS(=O)(=O)c2ccc3c(c2)NC(=O)CO3)cc1OC	0.0	-0.3	-1.7	0	1.6	0	3	-1.2	1	-6	-5
C(=C\c1ccccc1)/CN1CCN(C(c2cc3ccccc3o2)c2nnnn2Cc2ccccc2)CC1 (stereo unspecified)	0.4	·	3.2	1	0.0	-2	-2	-0.8	-4	-3	-4
CCn1c(C)c(C)c2cc(C(=O)NC3CCCCCC3)ccc21	-1.6	0.5	-1.9	-3	6.1	0	-11	-0.2	2	5	-28
COc1ccc(S(=O)(=O)Nc2ccc(C)cc2)cc1N(C)S(=O)(=O)c1ccc(Cl)cc1	-2.8	0.1	-4.1	-5	-4.7	19*	11*	-2.2	-5	5	3
Oc1c(C(c2ccccc2)N2CCCCC2)ccc2ccccc12 (stereo unspecified)	-0.7	-0.9	2.0	0	-1.9	2	-7	-0.5	4	2	-9
Cc1ccc(C(=O)O/N=C(\N)c2ccc(Br)cc2)cc1	0.5	-1.5	0.0	0	3.3	-1	-1	-0.6	3	-3	-1
O=C(CCCOc1ccc(Cl)cc1Cl)n1nnc2ccccc21	-0.4	0.8	-0.6	4	1.8	-5	-3	0.8	-3	4	-4
CCN(CC(=O)Nc1ccc(S(=O)(=O)N2CCCC2)cc1)CC(=O)Nc1ccccc1C(F)(F)F	-3.0	-1.2	-1.8	-4	2.0	2	0	-1.7	-3	6	-3
CN(C)CC(=O)Nc1ccc2cn[nH]c2c1	0.7	0.6	1.9	-7	0.2	-1	3	-0.1	-2	1	1
CC(=O)OCc1cc(-c2nn(C)c(=O)c3ccccc23)ccc1C	0.6	1.8	-1.8	-3	-0.6	0	0	-1.6	-1	3	-6
C=CCn1c(NC(=O)c2ccc(C)cc2)nc2ccccc21	0.9	0.6	4.0	5	7.3	-4	-2	0.0	0	27*	-1
C[C@@H]1C=C(C(=O)NCc2ccccc2)O[C@H](OCc2ccc(CO)cc2)C1	-0.2	1.0	1.5	9	-1.0	2	5	-0.5	2	2	1
Nc1ccc2c(c1)N1CCN=C1S2	-0.3	0.3	-0.5	1	0.5	-1	4	-0.7	2	-1	3
OCCNCCOc1ccccc1-c1ccccc1	-0.2	-1.1	-1.4	3	-3.0	-3	3	-1.1	0	-2	5
COc1ccccc1OCCOCCOc1ccc(C)cc1[N+](=O)[O-]	-0.5	0.2	-0.7	-7	-0.6	1	4	-1.5	-1	-5	6
Cn1nccc1NS(=O)(=O)c1ccc(C(C)(C)C)cc1	-0.1	-0.9	0.3	-1	-0.6	-2	1	-1.1	1	6	-8
CCOc1ccc(NC(=O)C2CCCN2C(=O)OCc2ccccc2)cc1 (stereo unspecified)	0.2	-0.3	-1.5	0	-0.9	1	3	-1.3	-1	-5	0

Quoted at random: two records from the list, in no set order.
SMILES	DAX1 inh-1	DAX1 inh-2	hcDAF-12 act	MBD2 DNA inh	hgDAF-12 ag	ADAM17 inh	PLCg1 inh	ssDAF12 agonist	SMARCA2 activ	NR1D1 modulator	PLCb3 inh
C[C@@H]1CCN(C2CC2)S(=O)(=O)c2ccc(N3CCC[C@@H]3C)cc2O1	-1.2	·	-0.6	-8	1.1	-19	-1	-1.0	-2	1	-4
Cc1ccc[n+](CC(=O)c2ccc(NC(=O)c3ccccc3)cc2)c1	-0.2	2.2	-1.5	0	-0.6	1	-5	-1.3	1	3	-3

Later entries:
SMILES	DAX1 inh-1	DAX1 inh-2	hcDAF-12 act	MBD2 DNA inh	hgDAF-12 ag	ADAM17 inh	PLCg1 inh	ssDAF12 agonist	SMARCA2 activ	NR1D1 modulator	PLCb3 inh
NC(=O)C1CCN(S(=O)(=O)c2ccccc2[N+](=O)[O-])CC1	-0.9	-0.2	-1.6	-1	0.6	-1	0	-1.0	-3	4	-6
Cc1nc2n(n1)CC(O)CS2 (stereo unspecified)	-0.3	1.1	-1.3	2	-1.0	0	4	-1.3	2	-1	4
O=C(COc1ccc(Br)cc1CO)Nc1ccccc1	0.8	0.5	-0.9	-2	6.0	2	0	-2.2	2	6	0
CCCc1cc(=O)oc2c3c(cc(OCC(=O)NCc4ccccn4)c12)OC(C)(C)CC3	-2.4	-1.1	-1.1	-2	-0.6	i	i	-2.2	2	-1	i
O=C(C1CCCO1)N1CCN(c2ncccn2)CC1 (stereo unspecified)	0.1	2.7	2.0	3	2.2	-7	-3	0.4	-3	-2	-6
COc1ccc(C(=O)Nc2ccccn2)cc1S(=O)(=O)N1CCOCC1	-1.0	1.1	-1.6	-5	0.0	0	3	-0.7	0	-1	-2
CC(C)c1nc(SCC(=O)Nc2ccc(N(C)C)cc2)c2ccccc2n1	-1.2	-0.7	-2.4	0	-1.9	1	3	-1.3	-1	-5	2
O=C(CN1CCOCC1)N/N=C/c1ccc(-c2ccc(C(=O)O)cc2)o1	-0.1	0.8	-0.1	1	-0.9	-24	-15	-1.2	-4	2	-31
CC(=O)NC(CC(=O)OCC(=O)N1CCN(S(=O)(=O)c2ccc(C)cc2C)CC1)c1ccccc1 (stereo unspecified)	0.1	-0.4	-0.7	2	-0.6	2	2	-1.2	-6	1	0
O=Cc1ccc(C(=O)OCC(=O)NCCC2=CCCCC2)cc1	0.0	0.6	-0.6	3	-1.9	-1	-1	-0.6	-1	-5	-10
COCCn1c(SCC(=O)Nc2ccc(S(=O)(=O)N3CCOCC3)cc2)nc2ccccc21	0.1	0.5	-1.9	1	0.2	-2	4	-1.8	1	5	1
Cn1ccnc1Sc1ccc(/C=N/NC(=O)c2ccccc2O)cc1[N+](=O)[O-]	0.0	0.3	9.5*	-6	5.5	2	4	0.6	0	-4	5
O=C(c1ccc2c(c1)OCCO2)N1CCCC(CNS(=O)(=O)c2cccs2)C1 (stereo unspecified)	0.0	-0.4	-0.3	3	2.0	-9	-1	-0.1	-1	0	-6
Cc1ccc(-n2nnnc2SCC(=O)NC(=O)Nc2ccc3c(c2)OCCO3)cc1	0.3	2.4	3.7	-7	6.7	-5	1	-0.5	2	1	-29
COc1ccc(CCNC(=O)c2cc(-c3ccccc3)c(N3CCOCC3)s2)cc1OC	-2.6	-4.7	-4.6	6	-4.9	-1	-2	-2.5	0	0	-5
Cc1cccc(CN2CCC(n3nccc3NC(=O)c3ccccc3C)CC2)n1	-0.1	0.0	-0.1	-1	-0.9	0	2	-0.5	-1	-2	-2
